# Bioassay records deposited in PubChem BioAssay by National Center for Advancing Translational Sciences (NCATS).
# DT40 TDP1 CPT: DT40-hTDP1 cell growth loss with CPT. chicken DT40 Tdp1-/-;hTDP1 cells + 20 nM CPT, ATP luminescence, 48 h. Potency, µM (doses to about 46.2 µM), for the others: at the highest dose activity change, negative = growth inhibition, hits mostly inhibitors. 12% of 420,000 active; further: nearly all actives have a fitted effect of over 55% in size
#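 Chicken DT40 Tdp1-/- cells complemented with human TDP1, 400 cells/well, exposed to compounds plus 20 nM camptothecin for at least 48 h at 37 C; viability read as ATP content by CellTiter-Glo luminescence.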
# TDP1 cell noCPT: qHTS for Inhibitors of human tyrosyl-DNA phosphodiesterase 1 (TDP1): qHTS in cells in absence of CPT; DT40 Tdp1-/- hTDP1 cells, no CPT, ATP luminescence, 48 h; Potency, µM (highest dose often 46.2 µM), for the others: at the highest dose activity change, negative = growth inhibition, hits mostly inhibitors; 15% of 420,000 active; AID 686978, 2013; further: nearly all actives have a fitted effect of over 55% in size
#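 Growth kinetics read by CellTiter-Glo luminescence after ≥48 hr at 37 °C. Cells: DT40 Tdp1-/- stably carrying human TDP1, 400 per well, compound exposure in the absence of CPT (DMSO vehicle).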
# TDP1 block: inhibitors of human tyrosyl-DNA phosphodiesterase TDP1 | Q9NUW8 | recombinant TDP1, AlphaScreen DNA substrate cleavage | Potency, µM (top dose mostly 130 µM), inactives show at the top dose activity change, negative = inhibition, hits mostly inhibitors | 0.28% of 350,000 active | AID 485290; further: nearly all actives have a fitted effect of over 40% in size
# Target sequence (Q9NUW8 whole entry, looked up): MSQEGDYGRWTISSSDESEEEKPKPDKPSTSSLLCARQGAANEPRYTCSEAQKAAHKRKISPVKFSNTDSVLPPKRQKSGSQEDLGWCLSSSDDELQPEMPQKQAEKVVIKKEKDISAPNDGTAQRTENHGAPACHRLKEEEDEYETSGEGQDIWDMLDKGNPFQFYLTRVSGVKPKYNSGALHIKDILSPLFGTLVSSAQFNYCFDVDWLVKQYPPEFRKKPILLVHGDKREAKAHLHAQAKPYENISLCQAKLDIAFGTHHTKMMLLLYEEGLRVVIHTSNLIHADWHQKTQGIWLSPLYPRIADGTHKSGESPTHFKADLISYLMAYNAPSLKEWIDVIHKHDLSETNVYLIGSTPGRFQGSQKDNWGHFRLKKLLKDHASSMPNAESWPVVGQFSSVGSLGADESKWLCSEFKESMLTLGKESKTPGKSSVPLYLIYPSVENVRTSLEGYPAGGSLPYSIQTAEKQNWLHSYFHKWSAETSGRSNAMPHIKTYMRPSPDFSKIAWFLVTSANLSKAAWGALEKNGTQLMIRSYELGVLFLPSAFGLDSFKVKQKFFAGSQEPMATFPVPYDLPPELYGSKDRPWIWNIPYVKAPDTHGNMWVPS
#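 Steps: enzyme plus compound, 15 min RT; add biotin/phosphotyrosine-FITC oligonucleotide (15 nM final), react 5 min; add donor/acceptor beads (10 ug/ml final), 10 min; read AlphaScreen. Tdp1 at 1 nM final.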
# Starred values were filed as active, the others as inactive; ? = inconclusive; nt = not tested or not shown; & = joins results of further samples; [ ] = dose if it differs, or a comment. The call rests on the fitted dose curve; in most records, active means well fitted curve in the direction sought with a large enough effect; inconclusive means small, poorly fitted or top-dose-only effect, or another doubt; inactive means no such curve, though single readings can be large; an effect the other way counts as inactive or inconclusive. On the % scale 0 is the no-effect control and ±100 the full control effect; potency means the concentration at half of the fitted maximal effect. Outcome played no part in choosing rows (roughly 18% active in at least one column).
mol	DT40 TDP1 CPT	TDP1 cell noCPT	TDP1 block
CCN(CC)C(=O)C1=C(C)N(Cc2ccc(F)cc2)C(=O)C(CC(=O)NCCCCc2ccccc2)C1 (stereo not given)	?	21µM*	nt
COc1ccc(CN2CCC[C@]3(N[C@H](c4ccc(OC)cc4)[C@@H]4C(=O)N(C)C(=O)[C@@H]43)C2=O)cc1	7%	4%	nt
COc1ccc(S(=O)(=O)N2CCN(C(=O)CCNC(=O)c3ccccc3Cl)CC2)cc1	-15%	-24%	-2%[56.1 µM]
CC(NC(=O)C(Cc1ccccc1)n1cccc1)c1ccccc1 (stereo not given)	?	?	6%
COC(CNC(=O)Cc1c(C)nc2c(-c3ccccc3)c(C)nn2c1C)OC	0%	-30%	6%
C=CCSc1nnc(NC(=O)c2cccc(S(=O)(=O)N3CCOCC3)c2)s1	?	2%	12%
O=C(Nc1cccc(F)c1)NC1(C(=O)N2CCC(O)CC2)CCCCC1	3%	5%	3%
CN1CCC(=O)N([C@H](CSc2ccc(Br)cc2)Cc2ccccc2)CC1	21µM*	?	4%
CC(=O)c1c(C)[nH]c(C)c1C(C)=O	-17%	-6%	6%
N#CCc1nn(Cc2ccc(F)cc2)c(=O)c2ccccc12	-3%	5%	nt

# Quoted from the listing:
# DT40 TDP1 CPT, COc1ccc(S(=O)(=O)N2CCN(C(=O)CCNC(=O)c3ccccc3Cl)CC2)cc1 reads -15%
# TDP1 cell noCPT, O=C(Nc1cccc(F)c1)NC1(C(=O)N2CCC(O)CC2)CCCCC1 reads 5%
# TDP1 cell noCPT, N#CCc1nn(Cc2ccc(F)cc2)c(=O)c2ccccc12 reads 5%
# TDP1 block, CN1CCC(=O)N([C@H](CSc2ccc(Br)cc2)Cc2ccccc2)CC1 reads 4%
# TDP1 block, CC(NC(=O)C(Cc1ccccc1)n1cccc1)c1ccccc1 (stereo not given) reads 6%

# (continued)
mol	DT40 TDP1 CPT	TDP1 cell noCPT	TDP1 block
Cc1ccc(CNC(=O)CCCCCn2c(=O)c3sccc3n(CC(=O)Nc3c(C)cc(C)cc3C)c2=O)cc1	11%	5%	1%
COc1ccc(NC(=O)CCc2c(C)nc3c(-c4ccc(F)cc4)c(C)nn3c2C)c(OC)c1	23µM*	21µM*	6%
CC(C)Oc1cc2ccccc2cc1CNC[C@H]1O[C@@H](n2cnc3c(N)ncnc32)[C@H](O)[C@@H]1O	?	-15%	-1%
CCNc1ncc2nc(-c3ccc(F)cc3)c(=O)n(-c3ccc(OC)cc3)c2n1	0.73µM*	0.58µM*	nt
C=CCCC(=O)N1CCC(Oc2cccc(C(=O)NCc3ccccn3)c2)CC1	3%	-14%	2%
O=C1CN(C(=O)c2ccco2)c2ccccc2N1	-20%	0%	6%
C=CCOc1ccccc1/C=N/NC(=O)Cc1ccccc1	-1%	-6%	nt
N#CCCN(C(=O)COC(=O)/C=C/c1cccs1)c1ccccc1	-2%	-9%	1%
N#CCC(=O)N/N=C\c1cc(Br)ccc1OC/C=C/c1ccccc1	15µM*	26µM*	2%
COC(=O)c1sc(NC(=O)CSc2nc3cccnc3n2C)nc1C	?	-8%	nt
CNc1nc2ccccc2n1/N=C/c1cccc(OC)c1OC	?	21µM*	4%
COc1cccc(CNc2ccc([N+](=O)[O-])cc2C)c1	?	18µM*	4%
COc1ccc(C2NC(=O)NC(C)=C2C(=O)OC2CCCCC2)cc1 (stereo not given)	18µM*	?	nt
COc1ccccc1N1CCN(C(=S)Nc2ccc(S(=O)(=O)N3CCOCC3)cc2)CC1	18µM*	15µM*	nt
Cc1ccccc1OCc1nnc2c3cnn(C)c3ncn12	-22%	-21%	8%
CCOC(=O)C1(C(F)(F)F)N=C(c2cccnc2)OC(N2CCCCC2)=N1 (stereo not given)	?	?	8%
COc1ccccc1/C=C\C(=O)OC[C@@H]1CCCN2CCCC[C@H]12	13%[9.04 µM]	2%[9.04 µM]	8%
C[C@H](O)[C@@H]1CN2CCc3c([nH]c4ccccc34)[C@@H]2C[C@@H]1N(C)C(=S)NCCc1ccccc1	?	?	nt
Cc1oc(-c2cccc(NC(=O)C3CCCN(C)C3)c2)nc1CNC(=O)c1coc2c1C(=O)CCC2 (stereo not given)	4%[9.04 µM]	16µM*	nt
O=C(c1ccc(Nc2cccc(C(F)(F)F)c2)nc1)N1CCCC1	?	-28%	5%
CN1CCN(C(=O)CN2C(=O)COc3ccc(S(=O)(=O)N4CCOCC4)cc32)CC1	7%	25%	1%
Cc1nc(NCCc2ccccc2)c2nnn(Cc3ccccc3Cl)c2n1	?	-21%	1%
COCCNC(=O)COc1cccc2c1OC(C)(C)C2	2%	0%	7%
CCOC(=O)NC(=O)c1cn(C(CC)CO)c(=O)[nH]c1=O (stereo not given)	23%	-6%	0%
CCN(CC(=O)Nc1ccc2c(c1)OCCO2)C(=O)c1ccc(CS(C)(=O)=O)cc1	-7%	2%	1%
COc1ccccc1NC(=S)Nc1ccccc1F	?	?	1%
O=C(N=c1ccn(-c2nc3ccccc3nc2NS(=O)(=O)c2ccccc2)cc1)c1cccs1	23%	2%	2%
COc1ccc(CNC(=O)CN(C)S(=O)(=O)c2ccc3c(c2)OCCO3)cc1OC	-27%	-4%	-1%[56.1 µM]
CCCCn1c(N)c(N(CCOC)C(=O)CN2C(=O)c3ccccc3C2=O)c(=O)[nH]c1=O	-4%	4%	4%
Cc1ccc(C(=O)O/N=C2\CCSc3ccc(C)cc32)cc1	?	-9%	-6%

# Of the compounds above, these contain a Cl atom.
mol	DT40 TDP1 CPT	TDP1 cell noCPT	TDP1 block
COc1ccc(S(=O)(=O)N2CCN(C(=O)CCNC(=O)c3ccccc3Cl)CC2)cc1	-15%	-24%	-2%[56.1 µM]
Cc1nc(NCCc2ccccc2)c2nnn(Cc3ccccc3Cl)c2n1	?	-21%	1%

# (listing goes on)
mol	DT40 TDP1 CPT	TDP1 cell noCPT	TDP1 block
CCCc1cc(C(=O)Nc2ccc(OC)cc2[N+](=O)[O-])cs1	-12%	-5%	11%
CC(=O)c1cccc(OCC(=O)N(CCC2=CCCCC2)c2c(N)n(Cc3ccccc3)c(=O)[nH]c2=O)c1	?	-26%	nt
CC(C)CN(C(=O)COc1ccc([N+](=O)[O-])cc1)c1c(N)n(CC(C)C)c(=O)[nH]c1=O	-10%	-7%	1%
CCC(C)NC(=O)c1ccc(CNS(=O)(=O)c2ccc3c(c2)C(C)(C)C(=O)N3C)cc1 (stereo not given)	-8%&-12%	-11%&-20%	-3%
CCCCCC(=O)Nc1ccc(N2CCN(S(C)(=O)=O)CC2)cc1	-16%	-3%	5%
COc1cc(/C=C/C(=O)c2ccc(C)c([N+](=O)[O-])c2)cc(OC)c1O	16µM*	15µM*	0%
CCOc1ccc(CC2NCCc3cc(OCC)c(OCC)cc32)cc1OCC (stereo not given)	3.7µM*	4.1µM*	-5%
Cc1cc(C)c(OCC(=O)NCC2COc3ccccc3O2)c(C)c1 (stereo not given)	?	-20%	-4%[56.1 µM]
COc1ccc(OCCN2CCC(C(=O)NC(c3ccc(C)cc3)c3ccccn3)CC2)cc1 (stereo not given)	-28%	-15%	nt
Cc1ccsc1CN(C)C(=O)CN1C(=O)NC2(CCCCC2C)C1=O (stereo not given)	-15%	6%	0%
Cc1ccc2oc(=O)c3cnn(CC(=O)N4CCN(c5cccc(Cl)c5)CC4)c3c2c1	-20%	?	4%
CC(CCN1CCN(c2ccccn2)CC1)c1ccccc1 (stereo not given)	-27%	-23%	nt
CSc1cccc(N2CC(C(=O)NCCN3C(=O)S/C(=C\c4cccnc4)C3=O)CC2=O)c1 (stereo not given)	-23%	-23%	2%
COc1cc(C(CC(=O)Nc2cccc(C)n2)N2Cc3ccccc3C2=O)cc(OC)c1OC (stereo not given)	-18%	-9%	nt
Cn1c(=O)[nH]c(=O)c2c1nc1n2CCS1	-1%	?	0%
Cc1nnc(SCC(=O)Nc2ccc(N3CCN(S(C)(=O)=O)CC3)cc2)o1	-22%	-15%	nt
COc1cc(CN2CCC(C(N)=O)CC2)ccc1OCc1ccccc1	-6%	-6%	1%
Cc1cc(C)c(Nc2ncccc2C(=O)O)c(C)c1	20%	10%	3%
Cc1cc2oc(=O)cc(COC(=O)c3n[nH]c4ccccc34)c2cc1C	?	?	8%
CCOC(=O)C1=C(COC(=O)CCOc2ccc(C)cc2)NC(=O)NC1C (stereo not given)	6.5µM*	5.8µM*	nt
CC(C)Nc1nnc(SCc2cc(=O)n3ccsc3n2)s1	-2%	-23%	0%
Cc1ccc(NC(=O)[C@H](Cc2ccccc2)NC(=O)[C@@H]2Cc3ccccc3CN2)c(C)c1	?	?	8%
COc1cc(/C=C/C(=O)Nc2cc(C(F)(F)F)ccc2Cl)cc(OC)c1OC	?	26µM*	-5%
O=C(CCc1c[nH]c2ccccc12)OCC(=O)N1CCN(S(=O)(=O)c2ccccc2)CC1	1%	-24%	nt
CN(C)c1cc[n+](CC(=O)Nc2cc(C(F)(F)F)ccc2Cl)cc1	16µM*	8.2µM*	2%
O=C(Nc1ccccc1)N1CCCC(CNS(=O)(=O)Cc2ccccc2)C1 (stereo not given)	4%	4%	1%
CCOC(=O)CC(NCc1ccc(OC)c(OCC)c1)c1ccc(C)cc1 (stereo not given)	?	?	6%
COc1ccc(NC(=O)Nc2nnc(Cc3ccc(F)cc3)s2)cc1	-21%	26µM*	nt
CCc1nnc(NC(=O)CCC(=O)NC2CCCCC2)s1	6%	-10%	-6%
COc1ccc(S(=O)(=O)NNC(=O)Nc2ccc(C)cc2)c(OC)c1	-12%	-20%	1%
Cc1ccc(C(=O)NN2C(=O)C3C4C=CC(C5CC45)C3C2=O)cc1 (stereo not given)	3%	-1%	1%
COc1ccc(-n2cnnc2SCC(=O)N2CCN(c3ccccc3)CC2)cc1	-20%	?	6%
O=C(NCCNc1ccccc1[N+](=O)[O-])c1cc(F)c(F)cc1Cl	-19%	-4%	9%
Cc1ccc(C(=O)c2c(N)c(-c3nc(-c4ccc5c(c4)OCO5)cs3)c3ccccn23)cc1C	-10%	-26%	0%
CCOc1ccccc1NC(=O)c1cc(C(=O)c2cc(OC)ccc2O)coc1=N	-21%	?	8%
Cc1cc(C)cc(NC(=O)CCc2nnc3n(C)c(=O)c4sccc4n23)c1	-15%	-15%	-9%
COCOc1cccc(CN2CCC2(C)C(=O)Nc2ccc3c(c2)OCO3)c1 (stereo not given)	?	?	nt
COc1ccc2c(c1)c(C(=O)CNc1nc(C)cs1)c(C)n2C	?	21µM*	10%
Cc1cc(C(=O)NP(=O)(N2CC(C)OC(C)C2)N2CC(C)OC(C)C2)c(C)n1C1CC1 (stereo not given)	-3%	-1%	0%
O=c1cc(-c2cc(O)c(O)c(O)c2)oc2cc(O)cc(O)c12	?	?	11%
COc1ccc2nc(N(Cc3cccnc3)C(=O)C3CCCCC3)sc2c1	?	-30%	3%
CC1CN(Cc2nc3ccccc3c(=O)[nH]2)CC(C)O1 (stereo not given)	-7%	-22%	0%
CC(C)c1ccc(CN(C(=O)c2cc3ccccc3oc2=O)C2CCS(=O)(=O)C2)cc1 (stereo not given)	?	?	4%&0%
CCC(C(=O)N1CCN(S(C)(=O)=O)CC1)c1ccccc1 (stereo not given)	-12%	0%	6%
O=C(Nc1ccc(C(F)(F)F)cc1)c1ccc(NC(=O)C2CCCO2)cc1 (stereo not given)	-28%	?	-17%
NS(=O)(=O)c1ccc(CNC(=O)c2cccnc2Cl)cc1	-2%	-18%	nt
CCC(Sc1nnc2c3ccccc3n(CC)c2n1)C(=O)Nc1ccc(NC(C)=O)cc1 (stereo not given)	?	21µM*	1%
COC(=O)/C(N=Nc1cccc(C(F)(F)F)c1)=C(\C)O	-2%	?	-2%
CCc1cccc(C)c1Nc1c(-c2ccc(F)cc2)nc2sccn12	?	?	8%
CCOc1ccc(C(=O)Nc2ccc(S(=O)(=O)N(Cc3ccccc3)c3ccccc3)cc2)cc1	5.8µM*	5.2µM*	4%

# Carrying on:
mol	DT40 TDP1 CPT	TDP1 cell noCPT	TDP1 block
COc1ccccc1/C=C/C1=NC(=C\C=C/c2ccccc2)/C(=O)O1	-1%	9%	3%
CCn1c(C(=O)NC(C)c2ccc3c(c2)OCCO3)cc2sccc21 (stereo not given)	?	?	7%
CCCS(=O)(=O)NCc1c(C)ncc2c1CCN(C(=O)c1ccc(F)c(F)c1)C2	-4%[9.04 µM]	3%	nt
COc1ccc(C(=O)Nc2nnc(SCc3cc(=O)c4cccc(F)c4[nH]3)s2)cc1	?	?	3%
NC(=O)[C@@H]1CCCN1Cc1nc(-c2ccccc2)no1	1%	-1%	-5%
CC1CCCN(c2ccc(N)cc2C(N)=O)C1 (stereo not given)	4%	-25%	5%
